ARNT-TACC3 inh: disruptors of human ARNT/TACC3 interaction; Q9Y6A5; AlphaScreen His-ARNT PAS-B/GST-TACC3 binding, luminescence; TACC3 fragment carries E629A point mutation; inhibition, % at 9.99 µM; 0.66% of 390,000 active; AID 623870;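 active = mean inhibition of replicates at least 50% and at least half of replicates each reaching 50%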;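 note: 0% = complete ARNT plus TACC3 wells and 100% = ARNT alone without TACC3; many hits fall short of the cut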
Casp6 inh: inhibitors of human caspase-6 | inhibition, % at 12.5 µM | AID 686996 | P55212 | 0.53% of 350,000 active | purified caspase-6, Z-VEID-R110 cleavage fluorescence;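 active = mean inhibition across replicates at least about 35%, with every replicate also reaching that limit, limit read from the data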;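 note: 0% = median of neutral control wells and 100% = no fluorescence left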
Target sequence (P55212 24-179 limits assumed): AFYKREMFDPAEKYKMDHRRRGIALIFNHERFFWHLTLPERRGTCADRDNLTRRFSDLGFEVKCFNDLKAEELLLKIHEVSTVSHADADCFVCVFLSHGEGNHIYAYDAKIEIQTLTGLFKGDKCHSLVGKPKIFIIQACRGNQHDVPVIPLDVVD
Target sequence (P55212 194-293 limits assumed): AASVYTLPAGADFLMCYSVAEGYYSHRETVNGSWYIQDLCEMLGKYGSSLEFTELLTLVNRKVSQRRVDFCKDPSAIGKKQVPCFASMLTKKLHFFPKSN
ERp5 block: ERp5 (human) disulfide isomerase inhibition; inhibition, % at 9.99 µM; Q15084; AID 651711; 0.05% of 350,000 active; ERp5 insulin aggregation, absorbance 650 nm, 90 min;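 active = mean replicate inhibition above about 25%, with every replicate also reaching it, limit read from the data, passing the limit was not always enough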
esBAF inh: inhibitors of esBAF chromatin remodeling in mouse ES cells | Bmi1-luciferase knock-in reporter, 24 h; 100% = twice the neutral-well signal | reporter increase, % at 12.5 µM | 2% of 350,000 active; in the data active = activation above about 40%;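 note: 0% = median of the plate's neutral control wells and 100% = double that signal; a rise in the Bmi1 reporter signal indicates esBAF inhibition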
RAD54 inh: blocks human RAD54 Holliday junction branch migration; Q92698; FAM/BHQ fluorescence; 0.14% of 360,000 active; AID 602329; inhibition, % at 10.4 µM;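 active = mean normalized replicate activity at least 40 and at least half of replicates scoring 40 or more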;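 note: 0% = median of neutral control wells and 100% = median of positive control wells; inhibitors cause a drop in the FAM fluorescence signal; in these data hits start at about 50%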
Target sequence (Q92698 whole entry, looked up): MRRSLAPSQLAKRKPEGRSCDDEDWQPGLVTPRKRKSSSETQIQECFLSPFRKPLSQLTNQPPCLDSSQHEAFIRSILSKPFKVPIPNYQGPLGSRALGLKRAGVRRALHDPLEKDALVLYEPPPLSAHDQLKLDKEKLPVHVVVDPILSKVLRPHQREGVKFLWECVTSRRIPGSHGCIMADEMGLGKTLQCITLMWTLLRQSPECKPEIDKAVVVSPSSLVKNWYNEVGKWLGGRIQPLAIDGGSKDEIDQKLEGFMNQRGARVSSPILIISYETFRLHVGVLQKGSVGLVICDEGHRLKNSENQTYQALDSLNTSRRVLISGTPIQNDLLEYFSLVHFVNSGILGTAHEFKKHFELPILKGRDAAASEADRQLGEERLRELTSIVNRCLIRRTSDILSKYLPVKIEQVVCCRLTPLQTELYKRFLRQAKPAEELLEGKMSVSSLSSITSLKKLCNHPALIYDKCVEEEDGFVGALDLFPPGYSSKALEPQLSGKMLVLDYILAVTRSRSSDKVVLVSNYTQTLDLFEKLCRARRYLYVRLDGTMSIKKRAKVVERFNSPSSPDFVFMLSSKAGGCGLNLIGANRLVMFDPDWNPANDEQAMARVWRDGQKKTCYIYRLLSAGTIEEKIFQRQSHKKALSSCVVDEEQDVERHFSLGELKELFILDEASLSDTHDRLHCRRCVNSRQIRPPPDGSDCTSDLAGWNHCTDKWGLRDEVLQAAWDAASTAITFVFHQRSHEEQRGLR
PglD inh: inhibitors of Campylobacter jejuni PglD acetyltransferase; purified PglD enzyme, DTNB colorimetric CoA detection; inhibition, % at 12.5 µM; 0.098% of 360,000 active; in the data active = inhibition above about 16%, passing the limit was not always enough; note: strong numbers were not always called active
E-sel inducer: induces E-selectin expression in human endothelial cells | 0.37% of 260,000 active | P16581 | AID 686992 | activation, % at 7.58 µM | HUVEC E-selectin immunofluorescence imaging; normalized: neutral wells 0, TNF-alpha wells 100;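 active = mean E-selectin-positive cell signal at least 10% of the positive control, reached in at least 60% of replicates, without over 20% cell loss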;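 note: in these data hits start at about 27%; measured in HUVEC primary endothelial cells; signal is the percent of cells scored E-selectin positive by PE staining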
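Assay system: HUVEC primary endothelial cells. Input: 3,000 HUVEC seeded per well. Doses: one compound dose added by pin transfer. Read-out basis: % PE-positive cells. Benchmarks: TNF-alpha high, DMSO low. Detection: immunofluorescence imaging. Buffer or medium: EGM-2, gelatin.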
RAD52 inh: inhibitors of human RAD52 DNA annealing | P43351 | recombinant RAD52 DNA annealing, FRET fluorescence | inhibition, % at 18.7 µM | 0.46% of 360,000 active | AID 651710;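 active = every replicate showing at least 50% inhibition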
An asterisk follows results filed as active; . = not tested or not shown.

SMILES	ARNT-TACC3 inh	Casp6 inh	ERp5 block	esBAF inh	RAD54 inh	PglD inh	E-sel inducer	RAD52 inh
CC(Sc1ccsc1[N+](=O)[O-])C(=O)N1CCN(c2ccccn2)CC1 (centres undefined)	2	7	-3	.	-5	-2	.	-12
Cc1noc(C)c1S(=O)(=O)Nc1ccc2c(c1)C(=O)N([C@H](C)CO)C[C@H](C)[C@@H](CN(C)C(=O)Nc1cccc3ccccc13)OCCCC[C@H](C)O2	-4	4	1	29	2	3	0.1	-15
COc1ccc(CCNS(=O)(=O)c2cccc3cccnc23)cc1OC	-3	3	0	-7	5	2	-0.2	-2
COc1ccc(-c2ccc(C(=O)NCC3CC3)c3occc23)c(C)c1	.	0	7	10	-2	-1	-0.8	-31
Cc1ccc(C)c(C(=O)Nc2ccncc2)c1	16	-3	3	-3	-6	6	.	-4
NCC[C@@H]1CC[C@@H](NC(=O)Nc2ccc(F)cc2)[C@@H](CO)O1	-8	0	-3	0	3	0	0.0	-6
CCOc1ccc(-n2cc(-c3ccccc3)c3c(SC(C)C(=O)OC)ncnc32)cc1 (centres undefined)	-18	-2	4	.	-4	-1	0.4	-9
N#CC(c1c(Cl)cccc1N1CCCCC1)N1CCCCC1 (centres undefined)	.	-2	-5	.	.	.	-0.1	-11
COC(=O)Nc1ccc(S(=O)(=O)N2c3ccccc3CCC2C)cc1 (centres undefined)	5	.	.	-2	-1	5	.	.
CCCCc1nnc(NC(=O)CSCc2cc(=O)n3cc(C)sc3n2)s1	1	-2	1	3	-5	4	.	-12
O=C(CSc1nnc(-c2ccncc2)n1Cc1ccco1)Nc1nc(-c2ccccc2)cs1	20	.	.	3	-8	-2	.	.
O=C(CSc1nnnn1-c1ccccc1)N1CCCc2ccccc21	-22	.	.	5	2	3	.	.
COc1ccc(C2=NN(S(=O)(=O)c3ccccc3)C(c3ccccc3)C2)cc1 (centres undefined)	2	0	4	9	1	-7	1.0	-10
COc1ccc(/C(C)=N/NC(=O)c2ccc3nc[nH]c3c2)cc1	3	.	-3	-4	6	0	.	-16
COc1ccc(C(CCNCc2ccc(OC(C)C)cc2)C(C)C)cc1 (centres undefined)	.	-4	1	.	5	-1	0.0	-6
CN(C)C(=O)[C@H]1[C@H](CO)[C@H]2Cn3c(cccc3=O)[C@H]2N1C(=O)C1CCCC1	.	-1	8	.	.	.	-0.2	-14
CCCNC(=O)C[C@H]1CC[C@H]2[C@@H](COc3ccc(NC(=O)C4CCCC4)cc3C(=O)N2C)O1	.	1	-9	.	.	.	-0.1	5
C[C@@H]1CN([C@H](C)CO)C(=O)c2cc(C3=CCCCC3)cnc2O[C@@H]1CN(C)C(=O)c1cccc(F)c1	-5	-1	0	5	-6	2	0.1	-6
Cc1cc(C)n(-c2nc3ccccc3nc2N2CCOCC2)n1	-6	-5	-7	-1	-8	-6	-0.1	34
Cc1cc(C)cc(OC(=O)CN2C(=O)c3ccccc3C2=O)c1	-13	-4	4	1	4	-3	0.1	-8
Nc1ncn(C(=O)c2ccco2)n1	-2	.	.	0	0	4	.	.
O=S(=O)(Nc1nc(-c2ccco2)c(-c2ccco2)s1)c1ccc(F)cc1F	.	62*	-4	0	-6	-1	0.1	-51
CCOC(=O)c1c(-c2cccs2)csc1NC(=O)CCCC(=O)O	-7	-2	-1	-3	2	1	.	-16
CCC(=O)OCC(=O)Nc1ncc(C(F)(F)F)cc1Cl	-7	5	-3	-4	-7	-2	-1.4	-48
CC(N=c1ccccn1C(=O)Nc1cccc(C(F)(F)F)c1)c1ccco1 (centres undefined)	-4	.	.	-18	-2	3	.	.
CN(C(=O)Cn1cc(C(F)(F)F)cc(Cl)c1=O)C1CCS(=O)(=O)C1 (centres undefined)	0	1	4	-9	5	-5	.	-5
CC(C)(C)c1ccc(OCC(O)CSc2ncn[nH]2)cc1 (centres undefined)	-8	1	-2	-7	9	-4	.	-4
COCCSc1ccccc1C(=O)Nc1nncs1	1	.	.	-1	-5	10	.	.
CS(=O)(=O)c1ccc(Cl)c(NC(=O)CCc2ccccc2)c1	-9	-2	-6	.	.	.	-0.4	-11
COc1ccc(C(C(=O)NCCC(C)C)N(CCN2CCOCC2)C(=O)Cn2nnc3ccccc32)c(OC)c1 (centres undefined)	-9	-1	-11	-5	.	.	.	-26

Some entries already given, reduced to RAD54 inh, E-sel inducer and Casp6 inh:
molecule	RAD54 inh	E-sel inducer	Casp6 inh
CCC(=O)OCC(=O)Nc1ncc(C(F)(F)F)cc1Cl	-7	-1.4	5
CC(C)(C)c1ccc(OCC(O)CSc2ncn[nH]2)cc1 (centres undefined)	9	.	1
O=S(=O)(Nc1nc(-c2ccco2)c(-c2ccco2)s1)c1ccc(F)cc1F	-6	0.1	62*
CCCNC(=O)C[C@H]1CC[C@H]2[C@@H](COc3ccc(NC(=O)C4CCCC4)cc3C(=O)N2C)O1	.	-0.1	1

Next compounds follow.
SMILES	ARNT-TACC3 inh	Casp6 inh	ERp5 block	esBAF inh	RAD54 inh	PglD inh	E-sel inducer	RAD52 inh
O=C(c1ccc(Cn2cc(Br)cn2)o1)N1N=C(C(F)F)CC1(O)C(F)F (centres undefined)	-2	5	-4	.	-1	-1	.	-3
NC(=S)N1OC[C@@H]2COc3ccc4ccccc4c3[C@@H]21	-4	-2	1	-10	.	.	.	-6
Cc1c(-c2cccs2)[n+](=O)c2c(n1[O-])CCCC2	-6	.	.	-3	-10	2	.	.
CCOc1ccc(S(=O)(=O)N2CCC(C(=O)NC3CCCCC3)CC2)cc1	3	-3	-9	-8	2	-4	-3.9	-7
C[C@@H]1CCCCO[C@H](CN(C)C)[C@@H](C)CN([C@@H](C)CO)C(=O)c2cc(NC(=O)Nc3ccc4c(c3)OCO4)ccc2O1	0	2	-1	2	0	2	-0.1	2
Cc1sc2nc(C(C)C)nc(SCC(=O)NC3CC3)c2c1C	-1	-4	4	6	-24	4	0.9	-2
Cc1onc(C(=O)NN)c1C(=O)N1CCN(C(c2ccccc2)c2ccccc2)CC1	2	2	-1	.	.	.	.	-63
CO[C@H]1CN(C)C(=O)c2ccc(NC(=O)Nc3ccc4c(c3)OCO4)cc2OC[C@H](C)NC[C@H]1C	20	1	0	37	-9	1	0.3	-92
COc1ccc(CNC(=O)c2c(O)c3cccc4c3n(c2=O)CCC4)cc1OC	-12	.	.	-10	-7	10	.	.
COc1cc(OC)cc(C(=O)OCc2cc3ccccc3[nH]c2=O)c1	-15	.	.	-1	-8	1	.	.
CCCC#Cc1cnc2c(c1)C(=O)N([C@H](C)CO)C[C@H](C)[C@@H](CN(C)C)O2	-19	2	-5	-17	-7	0	-0.6	16
Cc1ccc(C2CC(c3ccco3)n3nc(N)nc3N2)cc1 (centres undefined)	4	0	-1	-7	0	-1	.	-24
COc1cccc(C#Cc2ccc([C@H]3[C@@H](CO)N4C(=O)CN(C(=O)c5ccccc5)C[C@@H]34)cc2)c1	.	-2	-5	.	.	.	0.0	-19
CO[C@H]1CN(C)C(=O)c2cc(NS(C)(=O)=O)ccc2OC[C@H](C)N(S(C)(=O)=O)C[C@H]1C	-17	0	2	2	4	2	-0.2	10
COC(=O)CCCCCN1C(=O)/C(=C\c2ccncc2)SC1=S	-9	-1	2	.	.	.	.	-21
COC(=O)C[C@@H]1CC[C@H]2[C@H](COc3ccc(NS(=O)(=O)c4cccc(F)c4)cc3C(=O)N2C)O1	0	-3	3	10	-1	16	-0.1	4
CCCNC(=O)N(C)C[C@H]1Oc2cc(C#CC3CC3)ccc2S(=O)(=O)N([C@@H](C)CO)C[C@@H]1C	-11	-2	-4	4	3	0	0.7	1
O=C(NCCc1ccccc1)c1ccc([N+](=O)[O-])cc1	-4	.	.	-37	5	3	.	.
Nc1cc(=O)[nH]c(=O)n1-c1cccc(F)c1	2	1	-5	.	.	.	.	-14
O=C(NCC1CCN(C(=O)C(=O)c2cc3ccccc3o2)CC1)c1ccc2c(c1)OCC2	.	-1	-4	.	.	.	-0.1	-23
COc1ccc(CNCC2COc3ccccc3O2)cc1 (centres undefined)	3	-2	-7	5	-4	0	0.2	-4
COCc1cc(=O)[nH]c(/N=C(\N)Nc2c(F)cccc2F)n1	.	-1	5	-1	10	-1	0.0	-10
Cc1ccc(C)c(S(=O)(=O)N2CCN(C(=O)CN3C(=O)C4CC=CCC4C3=O)CC2)c1 (centres undefined)	.	0	1	-5	7	4	.	-8
CC(NC(=O)c1ccc(N2CCCC2)c([N+](=O)[O-])c1)c1ccc(S(N)(=O)=O)cc1 (centres undefined)	0	1	7	1	13	3	.	-8
CSc1nsc(SCC(=O)NCc2ccc(C)cc2)n1	-4	3	-1	4	-3	-11	.	4
Cc1ccc(CN2CC(C(=O)N3CCN(S(=O)(=O)c4c(F)cccc4F)CC3)CC2=O)cc1 (centres undefined)	1	-59	-5	-2	.	.	-1.7	0
C[C@H](CO)N1C[C@H](C)[C@H](CN(C)Cc2ccc3c(c2)OCO3)Oc2ncc(-c3cccc(F)c3)cc2C1=O	6	-1	0	-4	-6	-1	0.2	.
COCCCN1C2=C(C(=O)CC(C)(C)C2)C(c2ccc(O)c(OC)c2)C2=C1CC(C)(C)CC2=O	9	9	4	-5	-10	0	0.0	1
COCCOC(=O)N1C(=O)[C@@]2(c3ccccc31)[C@H](c1ccc(O)cc1)N1[C@H](c3ccccc3)[C@H](c3ccccc3)OC(=O)[C@H]1[C@@H]2C(=O)N1CCc2cc(OC)c(OC)cc2C1	10	-3	1	.	-3	-2	.	-10
NS(=O)(=O)c1ccc(N/C=C\C(=O)c2ccc(F)cc2)cc1	20	-1	-1	.	.	.	1.6	-13
COc1cc(OC)cc(C(=O)Nc2ccc(S(=O)(=O)Nc3cnc4ccccc4n3)cc2)c1	.	11	5	.	-21	-6	0.0	-3
COCC(=O)N(Cc1cc2ccccc2[nH]c1=O)c1ccccc1OC	1	.	.	-8	1	0	.	.
COc1ccc(C(=O)c2oc3ccc(OC)cc3c2N)cc1	-1	1	-3	86*	1	-2	-0.1	-10
O=C(c1ccccc1F)N1N=C(C(F)(F)F)CC1(O)c1ccccc1 (centres undefined)	.	11	6	5	-2	4	-0.2	-71
O=C(C[C@@H]1CC[C@H](NC(=O)Nc2ccc(C(F)(F)F)cc2)[C@H](CO)O1)NCc1cccc(F)c1	10	-1	-3	-10	0	1	-0.2	3
COc1ccc(OC)c(CN2C(=O)CSCC2(C)C(=O)Nc2c(C)cccc2C)c1 (centres undefined)	.	-1	-2	.	.	.	0.9	-7
CCc1ccc(NC(=O)C(=O)NNC(=O)COc2cccc(OC)c2)cc1	2	3	0	.	.	.	.	1
COc1ccc(CN(CCCN2CCOCC2)C(=O)Nc2ccccc2)cc1OC	5	.	.	8	7	-2	.	.
CCOC(=O)c1c(C)[nH]c(C)c1S(=O)(=O)N(C)CC(=O)Nc1cccc(C)n1	-6	-1	1	-7	4	3	.	-2
COc1ccc(NCC(=O)Nc2cccc(S(=O)(=O)N3CCCC3)c2)cc1Cl	9	-3	4	3	0	-1	0.2	3
N/C(=N\OC(=O)c1cccc(Br)c1)c1ccncc1	5	13	3	0	-26	1	0.0	-7
CN(C)C(=O)[C@@H]1[C@@H](CO)[C@@H]2Cn3c(cccc3=O)[C@@H]2N1CCc1ccccc1	12	1	-6	-6	-6	-4	0.8	-14
O=C(C1CC1)N1CC(=O)N2[C@@H](CO)[C@H](c3ccc(C#Cc4cccc(F)c4)cc3)[C@@H]2C1	.	0	-5	.	.	.	-0.2	0
CCN(C(=O)c1ccc(NC(=O)c2ccco2)cc1)c1ccccc1	-4	0	-1	21	7	4	0.5	-6

Full records as entered above. Order of values: ARNT-TACC3 inh	Casp6 inh	ERp5 block	esBAF inh	RAD54 inh	PglD inh	E-sel inducer	RAD52 inh
CN(C)C(=O)[C@@H]1[C@@H](CO)[C@@H]2Cn3c(cccc3=O)[C@@H]2N1CCc1ccccc1 across the screens: 12	1	-6	-6	-6	-4	0.8	-14
O=C(c1ccccc1F)N1N=C(C(F)(F)F)CC1(O)c1ccccc1 (centres undefined) across the screens: .	11	6	5	-2	4	-0.2	-71

From PubChem
